Screening results (PubChem)
PP5 primary = blocks human protein phosphatase 5 activity; P53041; inhibition, % at 6.7 µM; purified PP5c, OMFP substrate fluorescence; AID 1987; hit rate 0.18% among 320,000;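 active means inhibition above the campaign's mean inhibition across all tested compounds plus 3 SD, cut at about 9.5% in these data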;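 further: 0% = DMSO only and 100% = 100 µM cantharidin control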
Target sequence (P53041 whole entry, looked up): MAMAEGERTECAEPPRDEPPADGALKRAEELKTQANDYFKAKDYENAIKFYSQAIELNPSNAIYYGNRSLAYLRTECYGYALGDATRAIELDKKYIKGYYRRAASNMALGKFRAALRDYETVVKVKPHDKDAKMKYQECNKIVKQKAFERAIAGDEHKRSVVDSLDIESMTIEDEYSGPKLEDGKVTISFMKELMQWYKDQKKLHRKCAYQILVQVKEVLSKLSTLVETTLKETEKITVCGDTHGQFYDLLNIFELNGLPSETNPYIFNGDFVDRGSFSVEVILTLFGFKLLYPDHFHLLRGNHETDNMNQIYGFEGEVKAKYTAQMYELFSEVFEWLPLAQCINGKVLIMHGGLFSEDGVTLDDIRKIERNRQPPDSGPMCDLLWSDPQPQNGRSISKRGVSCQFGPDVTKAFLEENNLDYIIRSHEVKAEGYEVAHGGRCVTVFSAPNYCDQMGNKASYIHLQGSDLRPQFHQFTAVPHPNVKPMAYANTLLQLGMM
CR mimetic SO = yeast age-related superoxide inhibition as caloric restriction mimetic; S. cerevisiae aged cells, superoxide DHE fluorescence; active compounds read low; superoxide response (% of plate mean), % at 10 µM; hit rate 0.18% among 330,000;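 active means superoxide response under a set limit, about three screen SD below normal, cut at about 65% in these data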;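 further: yeast aged for seven days with compound at 30 °C before DHE staining; 100% = average MFI of all compound-treated wells on the plate with controls excluded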
core dimer inh = HCV core protein dimerization inhibition | TR-FRET GST/Flag-core106 dimerization, 1536-well | inhibition, % at 5 µM | hit rate 0.33% among 300,000 | AID 1899;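 active means inhibition above the mean of all tested compounds plus 3 SD, set per screening campaign, cut at about 45% in these data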
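System: GST/Flag-tagged HCV core106 proteins. Incubation: compound-protein-antibody incubation 4 h at 22.5 °C. Technique: HTRF with 340 nm excitation, 617/671 nm emission. Medium: KF-containing HEPES buffer, pH 7.45, DTT, CHAPS, BSA. Read-out: inhibition (%) from 671 over 617 nm ratio. Also added: Eu(K)-anti-GST 90 ng/mL plus XL665-anti-Flag 1 µg/mL.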
ZTA counter = counter-screen for EBNA-1 inhibitors: inhibitors of Epstein-Barr virus ZTA | P03206 | ZTA-DNA binding, fluorescence polarization | inhibition, % at 11 µM | hit rate 0.15% among 320,000 | AID 2234; in the data active means inhibition above about 33%
Target sequence (P03206 whole entry, looked up): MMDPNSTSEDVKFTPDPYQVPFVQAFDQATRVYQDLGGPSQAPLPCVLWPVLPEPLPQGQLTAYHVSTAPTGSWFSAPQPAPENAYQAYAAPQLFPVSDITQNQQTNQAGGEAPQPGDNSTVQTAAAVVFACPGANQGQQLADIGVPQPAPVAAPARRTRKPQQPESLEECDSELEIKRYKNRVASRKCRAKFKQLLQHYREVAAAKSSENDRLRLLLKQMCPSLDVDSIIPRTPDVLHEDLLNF
EBNA-1 inh = blocks EBNA-1 binding to DNA | EBNA-1 DNA binding, fluorescence polarization | inhibition, % at 14.8 µM | hit rate 0.34% among 300,000; in the data active means inhibition above about 28%
Fh CTSL1 inh = counter-screen for PFM18AAP inhibitors: inhibitors of F. hepatica cathepsin L1. inhibition, % at 5.96 µM. recombinant F. hepatica cathepsin L1, Z-Leu-Arg-MCA fluorescence. hit rate 0.49% among 300,000;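 active means inhibition above the mean of all tested compounds plus 3 SD, set per screening campaign, cut at about 17% in these data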;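 further: 0% = plate median of test compound wells and 100% = 1 µM Z-Phe-Ala-diazomethylketone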
JMJD2C inh = blocks human GASC-1 demethylase activity; AID 2099; Q9H3R0; inhibition, % at 2.35 µM; GST-JMJD2C(1-420) H3K9me3 demethylation, DELFIA europium; hit rate 0.069% among 330,000;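 active means more than half of a compound's replicate wells show inhibition beyond 50%, single wells judged on their own value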;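 further: signal counts dimethyl H3K9 product captured on neutravidin plate; 0% = median of DMSO wells and 100% = 0.3 times that DMSO median; strong numbers were not always called active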
TPT1 inhibitor = C. albicans TPT1 enzyme inhibition; inhibition, % at 5 µM; AID 1962; hit rate 0.81% among 300,000; recombinant caTPT1, FP RNA substrate dephosphorylation;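 active means inhibition above the mean of all tested compounds plus 3 SD, set per screening campaign, cut at about 24% in these data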;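 further: plate controls were DMSO alone for no effect and ferristatin control at 100 nM for full effect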
PP1 counter = counter-screen for PP5 inhibitors: inhibitors of human PP1-alpha | purified PP1alpha, OMFP fluorescence | hit rate 0.9% among 320,000 | P62136 | inhibition, % at 6.7 µM;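 active means inhibition above the mean inhibition of all tested compounds plus 3 SD, computed separately for each screening campaign, cut at about 15% in these data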
Target sequence (P62136 whole entry, looked up): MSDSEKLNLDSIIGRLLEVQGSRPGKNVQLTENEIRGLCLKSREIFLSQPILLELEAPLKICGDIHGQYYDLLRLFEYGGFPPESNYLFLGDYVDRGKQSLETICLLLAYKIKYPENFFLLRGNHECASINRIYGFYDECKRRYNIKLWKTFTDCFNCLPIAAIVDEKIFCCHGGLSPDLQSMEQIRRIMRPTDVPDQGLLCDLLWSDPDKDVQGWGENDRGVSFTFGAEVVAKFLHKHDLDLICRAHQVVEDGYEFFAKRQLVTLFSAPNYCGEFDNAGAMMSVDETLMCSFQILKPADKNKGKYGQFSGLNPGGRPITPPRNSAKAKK
* hit, by the source's call; . = no result given. Rows were taken by chance, and some 3.1% of all compounds hit somewhere here.

SMILES | PP5 primary | CR mimetic SO | core dimer inh | ZTA counter | EBNA-1 inh | Fh CTSL1 inh | JMJD2C inh | TPT1 inhibitor | PP1 counter
C/C(=N\NC(=O)c1n[nH]c2c1CCC2)c1cccs1 | -1.9 | 93.9 | -1.5 | -1.7 | 1.3 | -0.8 | -34.1 | 1.0 | -4.1
Cn1c(=O)c2sc3c(c2n(CC(=O)Nc2ccccc2)c1=O)COC(C)(C)C3 | 1.6 | 93.8 | -1.0 | 7.2 | 5.8 | -3.7 | -5.5 | -4.3 | -2.9
O=c1nc(Nc2ccccc2)sc2ccc([N+](=O)[O-])cc12 | -0.2 | 87.6 | 11.6 | -2.1 | 9.0 | 3.3 | 8.1 | -6.2 | 2.4
Cc1c(Cl)cccc1NC(=O)c1nc(C)n(-c2cc(OC(C)C)c(Cl)cc2Cl)n1 | 4.4 | 99.5 | 2.4 | -14.1 | -5.3 | 2.0 | 4.1 | 0.4 | 0.8
CCn1nc(C)c(/C=N/NC(=O)c2c[nH]c3ccccc23)c1C | 1.2 | 100.9 | -5.0 | 2.1 | 4.9 | -0.1 | 2.0 | -0.1 | -3.5
Cc1cc(C)cc(C(=O)OCC(=O)Nc2cccc(S(=O)(=O)NC3=NCCCCC3)c2)c1 | 4.9 | 99.0 | 1.6 | -11.7 | 0.8 | -4.1 | 6.8 | -1.3 | 0.9
CC(=O)c1ccc(N2CCN(c3ccnc4cc(Cl)ccc34)CC2)cc1 | 0.8 | 105.3 | 10.3 | 9.1 | 4.0 | 2.3 | 8.1 | -2.4 | 2.3
COc1ccc(S(=O)(=O)Nc2ccc(S(=O)(=O)N3CCCC3)cc2)cc1 | -0.1 | 103.7 | 2.0 | -8.8 | 10.7 | -0.7 | -3.5 | -2.0 | -3.4
O=C(NN1C(=O)C2C3C=CC(O3)C2C1=O)c1ccncc1 (configuration not stated) | -0.7 | 106.3 | -4.7 | 10.5 | 6.5 | -3.2 | 4.1 | -0.2 | -1.8
COc1ccc(CC(NC(C)=O)C(=O)NC2CCN(S(=O)(=O)c3ccccc3)CC2)c(OC)c1 (configuration not stated) | 0.7 | 100.0 | 5.5 | 3.9 | 5.2 | -2.1 | 4.4 | -0.8 | -3.5
COC(=O)c1cccc(NC(=S)Nc2ccccc2Cl)c1 | 1.8 | 103.1 | -1.0 | -4.0 | -0.4 | -2.5 | -1.7 | 1.4 | -2.3
C/C(=N\NC(=O)c1cccc(Cl)c1)C1C(=O)c2ccccc2C1=O | 4.0 | 101.8 | -10.8 | -10.3 | -10.4 | 0.6 | 71.0 | 4.5 | 3.4
Cc1ccc(C(=O)Nc2ccc3ncccc3c2)cc1 | -1.2 | 130.3 | -2.9 | 15.7 | -1.1 | -1.4 | 1.7 | 0.1 | 0.5
CN(CC(=O)Nc1ccc(Cl)c(C(F)(F)F)c1)C(=O)CCN1C(=O)C2CCCCC2C1=O (configuration not stated) | 2.8 | 107.8 | -2.3 | 2.6 | -6.1 | 1.2 | 25.9 | -0.2 | -2.6
CCC(C)NC(=O)CSc1nnc(-c2cc(-c3cccs3)nc3ccccc23)o1 (configuration not stated) | 0.7 | 121.5 | 4.7 | -16.5 | -2.8 | 7.7 | 6.9 | -5.6 | -0.4
COc1ccc(-c2nsc(SCC(=O)NCC3CCCO3)n2)cc1 (configuration not stated) | 2.4 | 86.3 | 2.8 | 2.9 | -2.7 | -2.7 | 5.3 | -4.9 | -3.8
C=CCn1c(SCC(=O)Nc2ccc(Cl)cn2)nnc1C1CC1 | 3.2 | 99.5 | -13.5 | -14.9 | 1.6 | -2.9 | 7.8 | -0.6 | -2.1
O=S(=O)(c1ccc(SCCOc2ccc(F)cc2)nc1)N1CCCC1 | -2.2 | 105.8 | . | 12.0 | . | . | -36.3 | . | 1.1
O=C(CSC1CS(=O)(=O)c2cc([N+](=O)[O-])ccc21)NNC(=O)c1ccc(Cl)cc1 (configuration not stated) | 0.0 | 118.4 | 2.1 | 5.7 | -6.0 | -2.7 | 1.3 | -1.7 | -2.3
Cc1nnc(SCC(=O)N2CCN(C(=O)c3ccco3)CC2)n1-c1ccccc1 | -2.3 | 98.4 | 0.3 | -5.0 | 5.0 | -5.1 | 2.2 | -2.2 | 2.6
Nc1ccc(Oc2ncccn2)c(Cl)c1 | 1.0 | 107.7 | 1.6 | 4.6 | 8.2 | -1.3 | 6.1 | 2.3 | -1.7
CCN(CC)S(=O)(=O)c1ccc(C)c(NC(=O)Cn2cnc3cc([N+](=O)[O-])ccc3c2=O)c1 | -1.4 | 109.6 | 2.6 | -7.8 | -9.9 | 8.9 | 3.1 | 0.4 | 1.1
COc1ccc(-c2nc(SC)n(C)c(=O)c2C#N)cc1OC | -2.1 | 99.3 | 0.9 | 2.1 | 1.9 | -0.7 | -5.1 | 1.2 | -3.1
Cc1ccc(C)c(NC(=O)CCn2nc(C)cc2C)c1 | 0.4 | 93.2 | -3.3 | -14.7 | -0.6 | 0.7 | 4.4 | 2.4 | 1.0
COc1ccc(CC(=O)NC2CCCc3ccccc32)cc1 (configuration not stated) | 1.7 | 111.1 | 4.3 | -3.6 | -11.3 | 4.1 | 7.1 | -1.4 | -1.9
CCOC(=O)c1c(-c2cccc3ccccc23)csc1NC(=O)C1C2CCC(O2)C1C(=O)O (configuration not stated) | 10.8* | 101.8 | 11.9 | 8.4 | 4.3 | 0.3 | -2.9 | 3.7 | 6.3
C/C(=C\c1ccc(C)o1)C(=O)c1c(C)cc(C)[nH]c1=O | -1.6 | 88.4 | 12.3 | 10.0 | 2.8 | 9.9 | 8.3 | 5.2 | -2.2
Cc1ccc(C)c(NC(=O)c2cnn3ccccc23)c1 | -6.3 | 98.5 | 5.9 | -5.0 | -7.4 | -4.2 | -0.8 | -0.3 | -3.9
Cc1oncc1C(=O)Nc1cccc(C#N)c1 | 2.2 | 98.8 | -17.4 | 2.0 | 4.8 | 2.1 | -3.4 | -7.3 | 2.0
O=C(CNC(=O)c1ccccc1)OC(C(=O)Nc1cc(C(F)(F)F)ccc1Cl)c1ccccc1 (configuration not stated) | 4.8 | 97.0 | -1.7 | 5.4 | 3.2 | 28.3* | -15.0 | -0.4 | -3.2
CC(=O)Cc1nsc(NC(=O)c2cc(-c3ccc(Cl)c(Cl)c3)oc2C)n1 | -1.4 | 99.2 | 0.8 | -4.3 | 8.0 | 0.7 | 1.4 | 0.9 | -3.0
CC(=O)Nc1ccc(NC(=O)COC(=O)c2n[nH]c3ccccc23)cc1 | 0.6 | 96.5 | -0.3 | 7.9 | 13.7 | 0.9 | 1.5 | -6.7 | -0.3
Fc1ccccc1NC(=S)N(CCCN1CCOCC1)Cc1cccnc1 | 0.1 | 110.1 | -5.1 | 1.1 | -7.3 | -4.1 | 125.2 | 1.3 | -6.5
COc1ccc(CCNC(=O)c2cc(S(=O)(=O)N(C)c3ccccc3)ccc2Cl)cc1 | -0.8 | 92.3 | 5.9 | -9.4 | -4.2 | 0.1 | -19.4 | 3.1 | -3.0
Cc1cc2c(cc1S(=O)(=O)Nc1cccc(C)c1C)OCC(=O)N2 | 5.1 | 116.6 | -6.6 | 5.9 | -8.6 | -2.1 | 2.3 | 1.5 | 4.0
CC(C)(C)c1ccc(/C=N/NC(=O)C[n+]2ccccc2)cc1 | 1.1 | 92.4 | -1.5 | -20.0 | 4.2 | -3.2 | 4.9 | -4.0 | -1.2
CCCc1cc(=O)[nH]c(SCC(=O)c2c(C)[nH]c3ccccc23)n1 | 0.8 | 94.8 | -1.4 | 1.6 | -0.1 | 2.7 | -2.7 | 4.9 | 0.5
Cc1cccc2sc(NC(=O)C3CCN(S(=O)(=O)c4cc([N+](=O)[O-])ccc4Cl)CC3)nc12 | 1.1 | 99.2 | 48.5* | -7.6 | 14.4 | 3.9 | -15.3 | -3.1 | 7.3
O=C(CN1CCN(c2ccc(O)cc2)CC1)Nc1ccc2c(c1)OCCCO2 | 2.9 | 105.2 | . | -14.0 | . | . | 1.3 | . | 0.0
COc1ccc(NS(=O)(=O)c2cccc(C(=O)N/N=C(\C)c3ccc(-n4ccnc4)cc3)c2)cc1 | 4.0 | 104.8 | 6.8 | -4.9 | -6.2 | 2.5 | -1.4 | 2.4 | 11.7
CCn1nc(C)c(CNC(=O)CCc2nnc(-c3ccc(C(C)=O)s3)o2)c1C | -0.9 | 88.9 | -0.4 | 15.6 | -0.3 | -4.3 | 11.7 | -0.6 | 0.1
Cn1nc(OC(=O)Nc2ccccc2)cc1C(F)(F)F | -0.5 | 94.9 | 2.2 | 7.2 | -6.5 | 2.8 | -18.4 | 2.8 | -1.2
CC(=O)OC(C(=O)N1CCN(c2ccccc2F)CC1)c1ccccc1 (configuration not stated) | 1.9 | 93.8 | -2.4 | -7.2 | -2.6 | -42.0 | 12.2 | -4.2 | -1.6
CC(C(=O)Nc1ccc(S(=O)(=O)Nc2ncccn2)cc1)N1C(=O)c2ccccc2S1(=O)=O (configuration not stated) | 1.0 | 101.4 | 3.1 | -2.8 | -4.6 | -2.3 | -4.4 | -1.4 | -6.1
NC(=O)c1ccsc1NC(=O)COC(=O)c1cc(Cl)ccc1O | -0.4 | 105.2 | 19.8 | 1.3 | -2.9 | -2.1 | -3.7 | 5.2 | -3.1
COc1ccccc1N1CCN(C(=O)Cn2nc3n(C)c4ccccc4n3c(=O)c2=O)CC1 | 0.5 | 99.2 | -12.8 | -22.6 | 1.4 | -0.9 | 1.8 | -2.4 | -0.7
CCOC(=O)c1c(NC(=O)c2ccccc2C)sc2c1CC(C)(C)OC2 | 0.8 | 102.9 | 4.6 | -3.8 | 6.0 | 2.3 | 0.4 | -0.5 | -2.1
Cc1ccc(NS(=O)(=O)c2cccc(C(=O)N3CCOCC3)c2)cc1 | 1.5 | 84.7 | -6.4 | 5.2 | 10.8 | 0.0 | 3.0 | -2.6 | 0.5
COC(=O)c1sc2ncccc2c1OCc1cccc(Cl)c1 | 3.5 | 104.5 | -3.1 | -21.6 | -2.5 | 1.8 | 22.6 | 1.7 | 3.4
Cc1[nH]c2ccccc2c1CC(=O)O | -0.6 | 106.0 | 5.9 | -2.8 | -0.5 | -4.2 | 6.2 | 0.3 | -3.7
NC(=O)c1ccsc1NC(=O)COC(=O)CCOc1ccccc1 | 0.5 | 103.4 | 9.8 | 6.0 | 1.6 | -24.4 | 2.1 | -0.4 | -5.2
CCOC(=O)C1C(=O)NC(N2CCOCC2)=NC1C(C)C (configuration not stated) | -1.0 | 94.9 | 0.0 | -7.9 | 4.8 | -0.5 | -2.2 | 0.9 | 4.3

Printed as active in core dimer inh (from the list above):
structure | PP5 primary | core dimer inh | EBNA-1 inh | JMJD2C inh | TPT1 inhibitor
Cc1cccc2sc(NC(=O)C3CCN(S(=O)(=O)c4cc([N+](=O)[O-])ccc4Cl)CC3)nc12 | 1.1 | 48.5* | 14.4 | -15.3 | -3.1

An excerpt of these results, with two lines to a compound:
Each structure is followed by: PP5 primary	CR mimetic SO	core dimer inh	ZTA counter	EBNA-1 inh	Fh CTSL1 inh	JMJD2C inh	TPT1 inhibitor	PP1 counter
> CCC(C)NC(=O)CSc1nnc(-c2cc(-c3cccs3)nc3ccccc23)o1 (configuration not stated)
  0.7	121.5	4.7	-16.5	-2.8	7.7	6.9	-5.6	-0.4
> COc1ccc(-c2nsc(SCC(=O)NCC3CCCO3)n2)cc1 (configuration not stated)
  2.4	86.3	2.8	2.9	-2.7	-2.7	5.3	-4.9	-3.8
> C=CCn1c(SCC(=O)Nc2ccc(Cl)cn2)nnc1C1CC1
  3.2	99.5	-13.5	-14.9	1.6	-2.9	7.8	-0.6	-2.1
